RAD54 branch = inhibitors of human RAD54 branch migration, primary screen, biochemical, fluorescence, single point | DNA repair and recombination protein RAD54-like (Homo sapiens), Q92698 | RAD54 Holliday junction branch migration, FAM/BHQ fluorescence | inhibition, % at 10.4 µM | 360,000 compounds, 0.14% hits;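 active = mean normalized replicate activity at least 40 and at least half of replicates scoring 40 or more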;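 also: 0% = median of neutral control wells and 100% = median of positive control wells; inhibitors cause a drop in the FAM fluorescence signal; in these data hits start at about 50%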
RAD52 anneal inh = RAD52 DNA annealing inhibitors, primary screen, biochemical, FRET, single point, set 2 | DNA repair protein RAD52 homolog (Homo sapiens), P43351 | recombinant RAD52 DNA annealing, FRET fluorescence | inhibition, % at 18.7 µM | 360,000 compounds, 0.46% hits | AID 651710, 2012;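 active = every replicate showing at least 50% inhibition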
Target sequence (P43351 whole entry, looked up): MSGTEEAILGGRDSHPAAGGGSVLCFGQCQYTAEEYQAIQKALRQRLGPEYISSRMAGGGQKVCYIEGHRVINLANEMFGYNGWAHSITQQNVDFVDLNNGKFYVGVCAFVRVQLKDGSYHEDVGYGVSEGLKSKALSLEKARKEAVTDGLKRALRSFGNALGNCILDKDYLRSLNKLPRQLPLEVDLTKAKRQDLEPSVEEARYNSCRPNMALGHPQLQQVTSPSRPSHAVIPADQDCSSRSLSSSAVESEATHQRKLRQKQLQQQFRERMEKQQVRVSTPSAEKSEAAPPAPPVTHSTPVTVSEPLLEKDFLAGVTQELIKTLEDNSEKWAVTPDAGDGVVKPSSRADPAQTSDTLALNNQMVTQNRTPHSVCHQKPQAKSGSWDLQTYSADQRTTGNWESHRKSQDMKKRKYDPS
FN deposition inh = inhibitors of fibronectin matrix deposition, primary screen, AH1F cells, Alexa488-fibronectin fluorescence, plate reader; AH1F fibroblasts, overnight; inhibition, % at 12.6 µM; 350,000 compounds, 0.086% hits;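 active = mean inhibition across replicates of 30% or more, regardless of how many single replicates reach that level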;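 also: positive control wells lacked labelled fibronectin entirely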
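Assay system: AH1F fibroblast monolayer, labelled fibronectin deposition. Amount: 10000 cells per well. Also added: labelled fibronectin 24 nM. Compound: single-point pinned compound. Incubation: cell attachment 1 h, compound and FN exposure overnight. Detection: fluorescence after three HBSS washes, excitation 485 nm, emission 525 nm. Read-out: inhibition of fibronectin deposition signal.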
XiGFP reactiv = activators of inactive X chromosome reactivation, primary screen, imaging, XiGFP fibroblasts, GFP high-content imaging, set 2. AID 743238, 2013. XiGFP mouse fibroblasts, % GFP-positive cells imaging, 3 d; cells co-treated with 5-aza-dC sensitizer; scaled so ellipticine positive control = 100%. activation, % at 7.58 µM. 360,000 compounds, 0.055% hits;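 active = mean normalized replicate activation at least 10% and every replicate at or above 10%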;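 also: 0% = median of on-plate neutral control wells and 100% = ellipticine 6 µM median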
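Material: SV40-immortalized XiGFP fibroblast cells, line 68-5-11 | Buffer or medium: DMEM containing 5-aza-dC | Dosing: One concentration, pinned | Times: 3 d treatment, 15 min room-temperature fixation | Controls: Ellipticine 6 µM positive control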
E-sel inducer = E-selectin induction in HUVECs, primary screen, imaging, HUVEC, immunofluorescence imaging, single point; activation, % at 7.58 µM; normalized: neutral wells 0, TNF-alpha wells 100; P16581; 260,000 compounds, 0.37% hits;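 active = mean E-selectin-positive cell signal at least 10% of the positive control, reached in at least 60% of replicates, without over 20% cell loss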;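 also: in these data hits start at about 27%; measured in HUVEC primary endothelial cells; signal is the percent of cells scored E-selectin positive by PE staining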
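Read-out basis: % PE-positive cells; Test system: HUVEC primary endothelial cells; Technique: immunofluorescence imaging; Dosing: single-point compound dose.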
EWS-Fli block = EWS/Fli-driven NR0B1 reporter inhibitors, primary screen, A673 cells, NR0B1 luciferase, luminescence, MLPCN library | 350,000 compounds, 0.67% hits | viability-normalised | inhibition, % at 12.6 µM;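 active = mean inhibition of at least 50% after viability correction, with every replicate also passing that limit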;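 also: firefly luciferase signal divided by Alamar Blue viability fluorescence both relative to DMSO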
S100A4 inh HTS = inhibitors of S100A4-myosin IIA peptide binding, primary screen, biochemical, fluorescence polarization, TAMRA-MyoIIA peptide; Protein S100-A4 (Homo sapiens), P26447; inhibition, % at 10.7 µM; 360,000 compounds, 0.14% hits; AID 652163, 2013;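 active = mean inhibition of at least 70% across replicates, with every replicate also reaching that level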
Target sequence (P26447 whole entry, looked up): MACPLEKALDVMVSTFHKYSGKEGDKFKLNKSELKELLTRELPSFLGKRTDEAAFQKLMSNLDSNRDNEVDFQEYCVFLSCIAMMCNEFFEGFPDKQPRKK
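Test system: S100A4 monomer protein; Medium: HEPES pH 7.2 with CaCl2, KCl, NaCl, DTT, Triton; Probe or stimulus: TAMRA-labelled myosin IIA heavy-chain peptide probe, 5 nM; Doses: one dose per compound; Times: polarization read 5 min after assay mix addition, stable 5–60 min; Benchmarks: neutral control DMSO, positive control TFP.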
esBAF inh = Bmi1 luciferase reporter increase in mESCs, primary screen, esBAF inhibitor project, mouse ES cells, Bmi1 luciferase knock-in, single point. 24 h; 100% = twice the neutral-well signal. reporter increase, % at 12.5 µM. 350,000 compounds, 2% hits. AID 602393, 2012; in the data active = activation above about 40%;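 also: 0% = median of the plate's neutral control wells and 100% = double that signal; a rise in the Bmi1 reporter signal indicates esBAF inhibition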
Active calls of the source: *; . = not tested or not shown.

SMILES | RAD54 branch | RAD52 anneal inh | FN deposition inh | XiGFP reactiv | E-sel inducer | EWS-Fli block | S100A4 inh HTS | esBAF inh
CCC(=O)N1CC2(C1)[C@@H](c1ccc(-c3ccc(F)cc3)cc1)[C@H](CO)N2C(=O)CC | . | -13 | 6 | 0.2 | -0.1 | 1 | 1 | .
CN(CC(=O)Nc1ccccc1C(=O)NC1CC1)Cc1ccc(Cl)cc1 | 6 | -13 | -2 | -0.1 | -0.5 | -4 | -3 | -3
COc1ccc(Cl)cc1-c1cc(C(=O)NCc2ccco2)[nH]n1 | -5 | -16 | -7 | 0.0 | . | -6 | -1 | -6
CC(C)C[C@@H](CN1CCC[C@H]1CN1C(=O)C(=O)NC[C@@H]1Cc1ccccc1)N1C[C@H](Cc2ccccc2)N(CC2CCCCC2)C(=O)C1=O | . | -3 | -5 | 0.0 | 0.0 | 23 | 3 | .
CNS(=O)(=O)c1cn(CC(=O)NCc2ccc(OC)cc2)cc1S(=O)(=O)NC | -9 | -3 | 0 | 0.1 | . | 3 | -2 | -2
CC(=O)C1=C(C)N(Cc2ccc(Cl)cc2)C(=S)NC1c1cccc(Br)c1 (stereo not given) | . | -9 | -13 | 0.3 | 0.4 | 17 | 6 | .
COc1ccc(CCn2c(=N)c(S(=O)(=O)c3ccc(Cl)cc3)cc3c(=O)n4ccccc4nc32)cc1 | -8 | -63 | -2 | 7.5 | 6.8 | . | -3 | -2
CN1/C(=C\C(=O)CSc2ncn[nH]2)C(C)(C)c2ccccc21 | 2 | -19 | 8 | 0.0 | . | 8 | -20 | .
Cc1cccc(-c2cc3nc(C)cc(C)n3n2)c1 | . | -15 | 1 | 0.1 | . | -122 | -1 | 66*
C[C@@H]1CN([C@H](C)CO)C(=O)c2cc(NS(=O)(=O)c3ccccc3)ccc2O[C@@H](C)CCCCO[C@H]1CN(C)Cc1ccc(C(=O)O)cc1 | -5 | . | 10 | 0.2 | 0.0 | -1 | . | -5
O=C(CCC(=O)NNC(=O)Cc1ccccc1)NCc1ccccc1 | . | -13 | -2 | 0.0 | -1.0 | -2 | -1 | .
Cc1nnc(Nc2ccc(O)cc2)[nH]c1=O | -5 | -15 | -1 | -0.1 | . | -3 | 6 | -2
COc1cccc(C(=O)NNC(=O)Cc2ccc([N+](=O)[O-])cc2)c1 | . | -3 | . | 0.1 | . | 12 | 0 | .
COc1cc(-c2c(C(C)=O)c(C)nc3c2C(=O)c2ccccc2-3)cc(OC)c1OC | 6 | -11 | 4 | 0.0 | 0.2 | -1 | 0 | 1
Cn1c(SCC(=O)N2c3ccccc3CCc3ccccc32)nnc1-c1ccc(O)cc1 | -4 | -3 | -5 | -0.1 | 1.9 | 1 | -1 | .
CCc1ccc(C(C(=O)NC2CCCC2)N(C(=O)c2csnn2)C2CC2)cc1 (stereo not given) | -15 | -11 | 3 | 0.0 | . | -5 | -4 | -2
O=C(NC1CCCCC1)c1ccccc1-c1ccccc1 | . | -15 | 2 | 0.0 | . | 9 | -2 | .
C/C(=N\NC(=O)c1c([N+](=O)[O-])c(C)nn1C)c1ccc(NC(=O)c2ccc(C)o2)cc1 | -15 | -11 | 3 | 0.3 | . | -39 | -1 | 16
CC=Cc1ccc2n(c1=O)C[C@H]1[C@H](CO)[C@@H](C(=O)N(C)C)N(C(=O)CC3CC3)[C@@H]21 (mixture of isomers) | -2 | -7 | . | 0.1 | -0.2 | 1 | -2 | -1
CC(C)CC#Cc1cnc2c(c1)C(=O)N([C@H](C)CO)C[C@@H](C)[C@H](CN(C)C(=O)c1cccc(F)c1)O2 | . | . | -11 | -1.1 | 0.4 | 8 | . | 6
COc1cccc(C(c2nnnn2C(C)(C)C)N2CCN(C/C=C/c3ccccc3)CC2)c1OC (stereo not given) | 3 | -1 | -3 | -0.1 | -0.2 | -7 | -2 | -8
CN(C)c1ccc(C(=O)N(Cc2ccccc2)Cc2ccccc2)cc1 | 11 | -15 | 6 | 0.0 | . | 26 | -2 | -9
C=CS(=O)c1sc(Cl)c(N2CCOCC2)c1[N+](=O)[O-] (stereo not given) | . | -6 | 6 | -0.1 | -0.8 | 49 | -3 | .
O=C(c1cccc(F)c1)N1CC[C@@H]2[C@H]1c1cc(-c3ccccc3F)ccc1N[C@@H]2CO | -5 | . | 6 | 0.1 | -0.2 | 0 | . | 2
C/C=C/c1cnc2c(c1)C(=O)N([C@H](C)CO)C[C@@H](C)[C@@H](CN(C)C(=O)Nc1c(C)noc1C)O2 | 5 | -1 | . | 0.6 | . | -13 | 12 | 2
COc1ccc2sc(-c3ccc(S(C)(=O)=O)cc3)c(-c3ccc(SC)cc3)c2c1 | 7 | 1 | -1 | 0.2 | . | 7 | -1 | -10
CC(=O)c1cccc(NC(=O)c2c(-c3c(F)cccc3Cl)noc2C)c1 | -1 | -29 | 2 | -0.1 | . | 0 | 0 | -3
C[C@H]1CN([C@@H](C)CO)C(=O)Cc2cc(NS(=O)(=O)c3ccccc3)ccc2O[C@H]1CN(C)C(=O)Nc1ccc(C(F)(F)F)cc1 | . | 21 | . | -0.4 | -0.2 | 4 | 9 | -16
CC(C)NC(=O)Nc1ccc2c(c1)C(=O)N([C@H](C)CO)C[C@H](C)[C@H](CN(C)Cc1ccc(-c3ccccc3)cc1)O2 | 4 | 21 | . | 0.2 | -0.2 | . | 6 | -4
O=C(CSc1nnc(CNC(=O)c2ccc(F)cc2)o1)NCc1ccc(F)cc1 | -2 | -4 | 0 | 0.0 | 0.0 | -4 | 3 | .

Complete entries, looked up by structure. Values in the order: RAD54 branch	RAD52 anneal inh	FN deposition inh	XiGFP reactiv	E-sel inducer	EWS-Fli block	S100A4 inh HTS	esBAF inh
`COc1ccc2sc(-c3ccc(S(C)(=O)=O)cc3)c(-c3ccc(SC)cc3)c2c1` as listed: 7	1	-1	0.2	.	7	-1	-10
`CC(C)CC#Cc1cnc2c(c1)C(=O)N([C@H](C)CO)C[C@@H](C)[C@H](CN(C)C(=O)c1cccc(F)c1)O2` as listed: .	.	-11	-1.1	0.4	8	.	6

(next part)
SMILES | RAD54 branch | RAD52 anneal inh | FN deposition inh | XiGFP reactiv | E-sel inducer | EWS-Fli block | S100A4 inh HTS | esBAF inh
CC(C)N(C(=O)[C@H]1C[C@H](CC(=O)NCC23CC4CC(CC(C4)C2)C3)C(=O)N2CCc3c([nH]c4cc(-c5ccco5)ccc34)[C@]12C)C(C)C | -1 | -20 | -20 | 0.3 | -0.2 | -3 | -7 | 11
CCC1(C)N=C(N)Nc2nc3cc(C)c(C)cc3n21 (stereo not given) | -6 | 0 | -9 | 0.3 | . | 11 | 3 | 3
Nc1nnc(SCC(=O)NCC(=O)Nc2ccc(F)c(F)c2F)s1 | -3 | -17 | -2 | -0.1 | . | -2 | -4 | -4
CC(C)C#Cc1ccc([C@@H]2[C@H](C#N)N(C(=O)c3ccccn3)[C@H]2CO)cc1 | -8 | -55 | -15 | -0.1 | 0.0 | -2 | 1 | 2
Cc1ccc(C(=O)Nc2ccc(Oc3cccc(C(F)(F)F)c3)nc2)cc1 | 8 | -11 | -17 | -0.1 | 0.8 | 7 | -8 | 4
C[C@H]1CN([C@@H](C)CO)C(=O)c2cc(NC(=O)NC3CCCCC3)ccc2O[C@H]1CN(C)Cc1ccc(-c2ccccc2)cc1 | 3 | -1 | . | 0.2 | -2.0 | -4 | 7 | -2
CCOC(=O)CSc1ccc(C(=O)Nc2ccc(Cl)cc2)cn1 | . | 7 | 11 | 0.0 | . | 0 | -5 | .
O=C(C[C@@H]1CC[C@H](NC(=O)Nc2ccc(F)cc2)[C@H](CO)O1)NCCN1CCCC1 | -9 | -4 | 18 | 0.0 | -0.1 | -5 | -2 | -3
CN(C)C(=O)C[C@@H]1C=C[C@H](NC(=O)C2CCC2)[C@H](CO)O1 | -3 | -13 | 7 | -0.2 | 0.4 | -3 | -16 | 2
Cc1cc(C)c(NC(=O)CC(=O)c2ccccc2)c(Cl)c1 | 6 | 3 | 3 | 0.1 | -0.1 | -45 | -6 | 36
COc1ccc2c3c([nH]c2c1)[C@@H](CO)N(C(=O)Nc1ccc(F)cc1)CC31CCN(S(C)(=O)=O)CC1 | . | 1 | . | 0.2 | -0.3 | 2 | -3 | .
Cc1noc(C)c1S(=O)(=O)N(C)C[C@@H]1Oc2ccc(NC(=O)C3CC3)cc2CC(=O)N([C@H](C)CO)C[C@H]1C | 0 | -1 | . | 0.0 | -17 | 11 | 7 | -4
O=C(COC(=O)/C=C/c1cccc(Br)c1)NC1CC1 | -1 | -10 | 7 | 0.1 | 5.7 | 3 | 0 | -13
COC(=O)c1ccc(N2CCN(CC(=O)c3ccc(C)cc3)CC2)c([N+](=O)[O-])c1 | -3 | -28 | 9 | -0.2 | 1.5 | -7 | 1 | 7
COc1ccc(N2C(=NC(=O)C3CCCCC3)SC3CS(=O)(=O)CC32)cc1OC (stereo not given) | -7 | -11 | -2 | 0.1 | . | . | -2 | -2

Grouped by structure: the entries above with an aryl thioether with sulfur outside any ring.
SMILES | RAD54 branch | RAD52 anneal inh | FN deposition inh | XiGFP reactiv | E-sel inducer | EWS-Fli block | S100A4 inh HTS | esBAF inh
CN1/C(=C\C(=O)CSc2ncn[nH]2)C(C)(C)c2ccccc21 | 2 | -19 | 8 | 0.0 | . | 8 | -20 | .
Cn1c(SCC(=O)N2c3ccccc3CCc3ccccc32)nnc1-c1ccc(O)cc1 | -4 | -3 | -5 | -0.1 | 1.9 | 1 | -1 | .
COc1ccc2sc(-c3ccc(S(C)(=O)=O)cc3)c(-c3ccc(SC)cc3)c2c1 | 7 | 1 | -1 | 0.2 | . | 7 | -1 | -10
O=C(CSc1nnc(CNC(=O)c2ccc(F)cc2)o1)NCc1ccc(F)cc1 | -2 | -4 | 0 | 0.0 | 0.0 | -4 | 3 | .
Nc1nnc(SCC(=O)NCC(=O)Nc2ccc(F)c(F)c2F)s1 | -3 | -17 | -2 | -0.1 | . | -2 | -4 | -4
CCOC(=O)CSc1ccc(C(=O)Nc2ccc(Cl)cc2)cn1 | . | 7 | 11 | 0.0 | . | 0 | -5 | .
